SENP1 inh = blocks the human SENP1 SUMO protease catalytic domain; 360,000 compounds, 0.21% hits; recombinant SENP1 catalytic domain, CyPet-SUMO1-YPet FRET cleavage; inhibition, % at 10 µM; Q9P0U3; AID 624204;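 active means inhibition at least 30% at 10 µM, raw YFP signal under a set limit, fluorescence ratio 0.5 to 1.5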;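 further: 0% = enzyme with DMSO and 100% = no enzyme wells; some results filed as inactive read as strong as hits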
Target sequence (Q9P0U3 419-644 limits assumed): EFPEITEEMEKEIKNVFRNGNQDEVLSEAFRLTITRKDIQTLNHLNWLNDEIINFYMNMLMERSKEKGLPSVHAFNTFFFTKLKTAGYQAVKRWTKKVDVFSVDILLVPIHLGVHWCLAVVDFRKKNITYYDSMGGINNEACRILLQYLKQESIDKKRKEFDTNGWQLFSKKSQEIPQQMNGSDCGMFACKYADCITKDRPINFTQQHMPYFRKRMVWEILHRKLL
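Compound: 10 µM single point, 0.5% DMSO; Test system: hSENP1 catalytic domain, recombinant; Timing: 50 min reaction at room temperature; Technique: FRET, CFP and YFP emission; Control set: no-enzyme wells low, DMSO-plus-enzyme wells high control.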
SENP6 block = inhibitors of human SENP6 protease; 330,000 compounds, 1.8% hits; inhibition, % at 10 µM; Recombinant SENP6 catalytic domain, aminoluciferin luminescence; Q9GZR1;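 active means inhibition above about 50% at the single tested dose, limit read from the data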;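 further: plate controls were DMSO wells with enzyme for no effect and DMSO wells lacking enzyme for full effect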
SENP8 block-1 = blocks human SENP8 cleavage of Nedd8 substrate. Q96LD8. recombinant SENP8, Nedd8 substrate fluorescence. inhibition, % at 20 µM. 360,000 compounds, 0.64% hits. AID 602440; in the data active means inhibition mostly above about 40%, no sharp cut-off; inactive means mostly below about 27%
Target sequence (Q96LD8 whole entry, looked up): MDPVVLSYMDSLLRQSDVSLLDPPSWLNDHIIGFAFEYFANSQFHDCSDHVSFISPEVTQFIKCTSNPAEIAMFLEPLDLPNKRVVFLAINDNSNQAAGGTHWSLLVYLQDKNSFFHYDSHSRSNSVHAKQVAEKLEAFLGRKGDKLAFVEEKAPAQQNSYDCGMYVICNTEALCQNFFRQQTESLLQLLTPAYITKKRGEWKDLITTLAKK
Apaf-1 inh = human Apaf-1 inhibition; AID 489030; 330,000 compounds, 0.71% hits; reconstituted apoptosome caspase-3 activity, DEVD-Rh110 fluorescence; inhibition, % at 20 µM; O14727; active means inhibition of at least 40% at 20 µM;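 further: plate controls were DMSO wells for no effect and DEVD-CHO caspase inhibitor wells for full effect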
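System: Apoptosome proteins | Medium: Hepes pH 7.5 with detergent and BSA | Also added: Cytochrome c trigger plus (Z-DEVD)2-Rh110 caspase-3 substrate | Incubation: 30 min compound preincubation, 50 min activation, room temperature | Detection: Rhodamine 110 fluorescence at Ex 480/Em 540 nm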
SENP8 block-2 = inhibitors of human SENP8 protease | 330,000 compounds, 1.2% hits | purified SENP8, Z-RLRGG-aminoluciferin cleavage, luminescence | inhibition, % at 10 µM | AID 2540; in the data active means inhibition above about 50%
A3G deaminase = inhibitors of human APOBEC3G DNA deaminase; recombinant A3G, ssDNA deamination FAM/TAMRA fluorescence; AID 493012; inhibition, % at 20 µM; 330,000 compounds, 0.28% hits; Q9HC16;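 active means inhibition of at least 40% at 20 µM, with no more than 30% in the related APOBEC3A deaminase screen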;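 further: plate controls were DMSO wells with A3G for no effect and wells lacking A3G enzyme for full effect; some compounds called inactive have numbers as strong as hits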
UBC13 inh = human UBC13 polyubiquitination inhibition | UBC13 polyubiquitin chain formation, TR-FRET | inhibition, % at 20 µM | 330,000 compounds, 0.47% hits; in the data active means inhibition above about 45%, passing the limit was not always enough
Target sequence (P61088 whole entry, looked up): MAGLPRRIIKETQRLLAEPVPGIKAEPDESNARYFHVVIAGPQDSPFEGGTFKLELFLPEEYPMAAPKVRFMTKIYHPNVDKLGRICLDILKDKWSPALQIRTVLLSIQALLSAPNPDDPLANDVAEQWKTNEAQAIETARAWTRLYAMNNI
SENP7 inh = inhibitors of human SENP7 protease; recombinant SENP7, Z-RLRGG-aminoluciferin luminescence, 40 min; inhibition, % at 5 µM; 330,000 compounds, 1.5% hits;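 active means inhibition above about 50% at the single test dose, limit read from the data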;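 further: plate controls were DMSO with enzyme for no effect and no enzyme buffer wells for full effect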
Target sequence (Q9BQF6 706-1050 limits assumed): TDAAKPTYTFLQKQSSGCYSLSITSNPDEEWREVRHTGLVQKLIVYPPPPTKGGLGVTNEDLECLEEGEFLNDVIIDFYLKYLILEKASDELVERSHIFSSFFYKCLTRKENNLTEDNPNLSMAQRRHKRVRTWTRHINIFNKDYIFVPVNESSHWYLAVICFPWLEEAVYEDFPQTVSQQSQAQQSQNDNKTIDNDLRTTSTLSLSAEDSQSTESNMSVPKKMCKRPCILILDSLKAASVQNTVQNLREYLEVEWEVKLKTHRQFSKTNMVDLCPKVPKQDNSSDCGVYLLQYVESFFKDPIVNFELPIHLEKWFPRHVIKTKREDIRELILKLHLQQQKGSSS
An asterisk follows results filed as active.

1: Cc1cc(C(F)F)n2nc(C(=O)Nc3cccc(S(=O)(=O)N4CCOCC4)c3)nc2n1
2: Cc1cc(NC(=O)c2c(Cl)cccc2Cl)no1
3: COc1ccc(/C=N/N2C(=O)CN(C(=O)c3ccccc3)C2c2ccc(OC)cc2)cc1 (stereo unspecified)
4: Cc1ccn2c(CNCc3cnn(C)c3)c(C(=O)N3CCCCCC3)nc2c1
5: COCCCN1C(=O)c2ccc(C(=O)NCCc3ccccc3)cc2C1=O
6: CCC(CC)c1nnc(NC(=O)CCc2ccccc2)s1
Assay by compound	1	2	3	4	5	6
SENP1 inh	3	0	0	-2	0	1
SENP6 block	-9	-18	1	-8	-2	-6
SENP8 block-1	12	1	-6	-38	8	12
Apaf-1 inh	7	-1	7	2	-3	14
SENP8 block-2	-18	-3	-4	1	-7	-9
A3G deaminase	-3	-2	-5	1	17	-6
UBC13 inh	-4	-1	-5	0	-4	10
SENP7 inh	9	-4	-5	5	-8	-7

7: Cn1c(=O)c(C(=O)NNC(=O)c2ccc(Br)cc2)c(O)c2ccccc21
8: Cc1cc(CN(C)C(=O)c2ccc(OC3CCN(S(=O)(=O)N(C)C)CC3)cc2)n[nH]1
9: CCc1nnc(NC(=O)CSc2nnc(-c3ccoc3C)n2-c2ccccc2)s1
10: COc1ccc(-n2c(C)nc3c(cnn3-c3ccccc3)c2=O)cc1
11: Cc1nc(C)c(-c2csc(N)n2)s1
12: O=C(NNC(=O)c1csc(-c2cnccc2C(F)(F)F)n1)c1ccc(C(F)(F)F)cc1
Assay by compound	7	8	9	10	11	12
SENP1 inh	-5	2	1	-1	3	1
SENP6 block	-4	-4	-8	-2	-12	-4
SENP8 block-1	-4	12	21	1	-25	17
Apaf-1 inh	-5	-15	-1	7	-7	7
SENP8 block-2	2	9	-3	1	-4	0
A3G deaminase	-11	-8	-7	-2	-13	-2
UBC13 inh	-5	0	15	-4	-7	-8
SENP7 inh	-10	-2	1	-11	4	3

13: Cn1c(CSCc2ccccc2)n[nH]c1=S
14: CCOc1ccc2nc(NC(=O)CSc3nnc(-c4ccncc4)n3CC3CCCO3)sc2c1 (stereo unspecified)
15: Cc1csc(NC(=O)c2ccccc2O)n1
16: S=c1[nH]ccn1-c1ccc(Cl)cc1
17: COc1ccc(S(=O)(=O)N2CCN(C(=S)NC3CCCCC3)CC2)cc1
18: O=C(O)c1ccc2cccnc2n1
Assay by compound	13	14	15	16	17	18
SENP1 inh	2	-2	0	0	1	-24
SENP6 block	-9	-21	10	2	-12	-4
SENP8 block-1	18	23	-399	0	-2	4
Apaf-1 inh	4	15	-1	2	1	2
SENP8 block-2	-10	-1	-3	-4	1	0
A3G deaminase	26	-1	-2	70*	-3	-2
UBC13 inh	-4	-1	2	-7	-5	-7
SENP7 inh	-7	11	6	7	-1	-4

Three compounds from above, arranged by formula weight, descending.
14: CCOc1ccc2nc(NC(=O)CSc3nnc(-c4ccncc4)n3CC3CCCO3)sc2c1 (stereo unspecified)
15: Cc1csc(NC(=O)c2ccccc2O)n1
16: S=c1[nH]ccn1-c1ccc(Cl)cc1
Assay by compound	14	15	16
SENP1 inh	-2	0	0
SENP6 block	-21	10	2
SENP8 block-1	23	-399	0
Apaf-1 inh	15	-1	2
SENP8 block-2	-1	-3	-4
A3G deaminase	-1	-2	70*
UBC13 inh	-1	2	-7
SENP7 inh	11	6	7

The list continues:
19: CCC(Sc1ncccc1C(=O)O)C(=O)N1CCCC1 (stereo unspecified)
20: NC1(C#Cc2ccc3oc(=O)c(-n4cc(-c5ccsc5)nn4)cc3c2)CCCCC1
21: O=C(NC1CCCCC1)c1ccc(CNc2c(N3CCOCC3)c(=O)c2=O)cc1
22: Clc1ccc(-c2ccccc2)cn1
23: CCCn1c(SCC(=O)N2c3ccccc3CC2C)nnc1-c1ccco1 (stereo unspecified)
24: CCC(CO)Oc1cc(NCc2ccc(Cl)cc2Cl)c2ncn(C(C)C)c2c1 (stereo unspecified)
Assay by compound	19	20	21	22	23	24
SENP1 inh	2	-1	-1	2	4	-1
SENP6 block	-6	2	-10	-4	-10	-7
SENP8 block-1	5	-184	6	12	8	6
Apaf-1 inh	-3	48*	-27	-6	4	33
SENP8 block-2	-6	-1	5	-2	-8	-8
A3G deaminase	-5	-2	-3	-8	0	-8
UBC13 inh	0	28	-2	13	-1	5
SENP7 inh	-9	4	3	-12	-8	-2

25: CCc1ccc(S(=O)(=O)N2CCN(Cc3ccco3)CC2)cc1
26: Cc1ccc(-c2nn(-c3cc(N4CCNCC4)ccc3[N+](=O)[O-])c(=O)c3ccccc23)cc1
27: Cc1ccc(-c2nn(C)c(=O)c3ccccc23)cc1CNC(=O)/C=C/c1ccccc1
28: CC(C(=O)NCC1CCCCC1)N(C)Cc1ccc(Cl)cc1 (stereo unspecified)
29: COc1cc(C(=O)NC2CCN(Cc3nnnn3Cc3ccc(F)cc3)CC2)cc(OC)c1OC
30: CCOC(=O)c1csc(NC(=O)CN2CCOCC2)n1
Assay by compound	25	26	27	28	29	30
SENP1 inh	-1	1	0	2	0	1
SENP6 block	0	-37	9	-2	11	-28
SENP8 block-1	3	32	5	6	11	15
Apaf-1 inh	0	31	17	3	-7	-1
SENP8 block-2	-1	-19	10	1	4	-11
A3G deaminase	-8	-9	-4	-3	-3	-9
UBC13 inh	9	37	-12	10	0	0
SENP7 inh	-16	-4	-3	-1	-4	-1

31: Cc1[nH]c2ccccc2c1-c1nc2ccccc2[nH]1
32: Cc1ccc(S(=O)(=O)NC(C)(C)CN2CCC(Cc3ccccc3)CC2)cc1
33: CCCN(C(=O)CSc1ccccc1C(=O)O)C1CCS(=O)(=O)C1 (stereo unspecified)
34: O=C(COC(=O)c1nc(Cl)ccc1Cl)c1ccc(Cl)s1
35: O=C(CCC(=O)Nc1ccc(Br)cc1)N/N=C/c1ccc(F)cc1
36: CC(CC(=O)Nc1nccs1)c1ccccc1 (stereo unspecified)
Assay by compound	31	32	33	34	35	36
SENP1 inh	-1	-1	1	1	3	0
SENP6 block	-8	2	-4	3	1	27
SENP8 block-1	-130	10	3	2	11	10
Apaf-1 inh	-2	-10	-13	18	4	-10
SENP8 block-2	-11	0	4	1	-3	8
A3G deaminase	0	-8	-9	-1	-3	-5
UBC13 inh	7	13	11	-20	8	-4
SENP7 inh	-1	-2	2	8	-9	2

37: O=C(CSc1nc(Nc2ccccc2)nc(N2CCOCC2)n1)N1CCCC1
38: O=C(Nc1ccc(Cl)cc1)c1csc(-c2ccccc2)n1
39: CC(C)(C)C(=O)NC1CCN(S(=O)(=O)c2ccccc2F)CC1
40: Nn1c(SCc2cccc(Br)c2)nnc1-c1ccncc1
41: COc1ccc(CC(=O)NNc2ncnc3c2cnn3-c2ccccc2)cc1
42: Oc1c(Br)cc(Br)cc1C=Nc1ccc2c(c1)OCCO2
Assay by compound	37	38	39	40	41	42
SENP1 inh	1	3	0	-10	2	-26
SENP6 block	2	-7	-13	10	-11	10
SENP8 block-1	15	15	18	-5	-4	-4
Apaf-1 inh	-6	6	-1	-7	-3	10
SENP8 block-2	2	7	5	1	-1	2
A3G deaminase	-5	-6	-6	-10	-5	-5
UBC13 inh	-1	5	2	-6	5	-12
SENP7 inh	3	-1	1	3	0	-3

43: O=C(Nc1sc2c(c1C(=O)O)CCCC2)c1ccccc1Cl
44: COc1ccc2ccn(S(=O)(=O)c3ccccc3)c2c1
45: CCN(CC)CCCNC(=O)c1cc(Sc2nnc(C)s2)nc2ccccc12
46: COc1ccc(-n2c(=O)c3ccccc3n(CC(=O)NC3CCCCC3)c2=O)c(OC)c1
47: O=C(Nc1ccc(Cl)cc1)Nc1ccccc1C(=O)O
48: COc1ccc(/C=C/C(=O)OCC(=O)NC2CCCCCCC2)cc1
Assay by compound	43	44	45	46	47	48
SENP1 inh	0	-1	3	1	0	-1
SENP6 block	13	7	5	-6	95*	-17
SENP8 block-1	-27	8	-39	-9	-392	18
Apaf-1 inh	-9	7	-11	4	0	8
SENP8 block-2	-17	8	-3	5	96*	-9
A3G deaminase	-11	-7	-1	-4	-6	-7
UBC13 inh	2	3	6	4	6	20
SENP7 inh	-4	-2	0	-3	100*	4

3 entries from above, with two lines to a compound.
Every second line gives: SENP1 inh | SENP6 block | SENP8 block-1 | Apaf-1 inh | SENP8 block-2 | A3G deaminase | UBC13 inh | SENP7 inh
46: COc1ccc(-n2c(=O)c3ccccc3n(CC(=O)NC3CCCCC3)c2=O)c(OC)c1
→ 1 | -6 | -9 | 4 | 5 | -4 | 4 | -3
47: O=C(Nc1ccc(Cl)cc1)Nc1ccccc1C(=O)O
→ 0 | 95* | -392 | 0 | 96* | -6 | 6 | 100*
48: COc1ccc(/C=C/C(=O)OCC(=O)NC2CCCCCCC2)cc1
→ -1 | -17 | 18 | 8 | -9 | -7 | 20 | 4

(list continues)
49: CCOc1cc(Br)cc(/C=N/NC(=O)c2cccnc2)c1O
50: CCOC(=O)c1sc(NC(=O)CCc2ccc(OC)cc2)nc1C
51: CCC(CC)NC(=O)C1CCN(S(=O)(=O)c2cccs2)CC1
52: Cc1ccc(C)c(OCc2nnc(SCC(=O)NCc3ccc4c(c3)OCO4)o2)c1
53: COc1ccc(-c2cc(=O)n(CCC#N)[nH]2)cc1
54: Cc1ccc(OCCNC(=O)CCC(=O)N2CCOCC2)cc1
Assay by compound	49	50	51	52	53	54
SENP1 inh	74	-10	2	-1	3	1
SENP6 block	-30	-15	-30	0	22	-1
SENP8 block-1	9	-4	4	9	43*	3
Apaf-1 inh	-5	-5	8	5	94*	-1
SENP8 block-2	-23	-7	-12	-2	10	11
A3G deaminase	-5	-1	-6	-2	-2	-1
UBC13 inh	-10	-10	-14	-2	-11	-2
SENP7 inh	-7	-8	-3	5	28	5

55: O=S(=O)(NCCC1=CCCCC1)c1ccc(F)cc1
56: CCOC(=O)N1CCN(C(=O)c2oc3ccc(S(=O)(=O)N4CCOCC4)cc3c2C)CC1
57: Cc1nc(Nc2cccc(O)c2)c2c3c(sc2n1)CCC3
58: COC(=O)c1c(NC(=O)C2C3C=CC(CC3)C2C(=O)O)sc(C)c1C (stereo unspecified)
59: CCCCSc1nc2sc3c(c2c(=O)[nH]1)CC(C)(CC)OC3 (stereo unspecified)
60: CCOC(=O)c1nc2ccccc2nc1C
Assay by compound	55	56	57	58	59	60
SENP1 inh	0	0	0	-4	0	1
SENP6 block	3	16	-28	1	-32	2
SENP8 block-1	-2	18	-9	-45	-12	4
Apaf-1 inh	21	8	-2	12	10	3
SENP8 block-2	2	0	-7	-3	-6	0
A3G deaminase	-7	-2	-4	0	2	-5
UBC13 inh	5	0	-3	3	-4	-6
SENP7 inh	1	1	-7	32	2	5

61: O=C(c1cncs1)N1CCCC(CNS(=O)(=O)c2cccs2)C1 (stereo unspecified)
62: O=C(O)c1cc([N+](=O)[O-])cc2c1nnn2O
63: CCOc1ccc2c(c1)OC(c1ccc(C)cc1)(C(F)(F)F)NC2=O (stereo unspecified)
64: Cc1nn(Cc2ccc(C(=O)NN)cc2)c(C)c1Cl
65: COc1cc(N2CCOCC2)ncn1
66: CCCCN1CNC(=S)N(CCc2ccccc2)C1
67: Cc1oc(-c2ccc3ccccc3c2)nc1CN(C)C(C)c1ccncn1 (stereo unspecified)
Assay by compound	61	62	63	64	65	66	67
SENP1 inh	-1	-1	2	-1	-2	2	-21
SENP6 block	-17	-10	-10	-28	4	-21	-26
SENP8 block-1	6	16	11	10	4	7	-97
Apaf-1 inh	-4	8	10	-1	-13	-9	-1
SENP8 block-2	-8	2	-3	-11	5	-5	-4
A3G deaminase	-3	-4	0	-9	-6	-10	-2
UBC13 inh	-18	-78	8	-2	6	2	9
SENP7 inh	-5	-3	0	-1	3	-3	4

Bioassay records (PubChem)
